Ba/F3 V617F tox = loss of viability in JAK2V617F-driven Ba/F3 cells; Ba/F3 EpoR-JAK2V617F viability, ATP luminescence; inhibition, % at 5.6 µM; actives 1.1% (n = 220,000);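 active = inhibition above the campaign mean plus 3 SD over all tested compounds, cut at about 24% in these data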;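 also: cytokine-independent growth of Ba/F3 cells driven by EpoR plus mutant JAK2; 0% = DMSO-treated cells and 100% = JAK inhibitor I control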
PPC-1+TRAIL kill = compounds killing PPC-1 cancer cells with TRAIL present (potentiator screen, no TRAIL-free arm); PPC-1 cells + TRAIL, ATPLite viability luminescence; actives 0.41% (n = 220,000); cell killing (% activity), % at 4 µM;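 active = cell killing above 50% in the first pass at 4 µM, then a duplicate retest at 5 µM averaging 50% or more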;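 also: plate controls were cells with TRAIL plus DMSO for no effect and medium-only wells lacking cells for full effect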
TRPML3 ag = agonists of human TRPML3 channel; HEK293 TRPML3-YFP, Fluo-8 calcium fluorescence; 100% = the carbachol control signal; actives 0.29% (n = 220,000); activation, % at 3 µM;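 active = activation above its plate's cutoff, the mean activation of the plate's test wells plus 3 SD, cut at about 12% in these data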;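 also: 0% = DMSO only wells and 100% = carbachol wells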
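system = HEK293 cells stably carrying human TRPML3-YFP | doses = one concentration, 3 µM nominal, 0.3% DMSO | timing = dye loading 1 h 37 °C then 30 min ambient, 125 s read | detection = Fluo-8 calcium dye fluorescence, ex 470-495, em 515-575 nm | benchmarks = high control carbachol 87 µM, low control DMSO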
CHOP inh = CHOP inhibition in unfolded protein response; CHO-K1 CHOP-promoter luciferase, tunicamycin-induced, 15-18 h; inhibition, % at 10 µM; actives 3.8% (n = 220,000); AID 2732;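 active = compounds that reduced the stress-induced luciferase reporter signal by more than about 70% of percent inhibition, limit read from the data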;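 also: 0% = tunicamycin plus vehicle and 100% = wells without tunicamycin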
TNF necrop inh = inhibitors of TNF-alpha induced necroptosis in Jurkat FADD-/- cells; Jurkat FADD-/- TNF necroptosis rescue, ATP luminescence, 24 h; 0 = TNF only, 100 = no-TNF cells; activation (protection from cell death), % at 10 µM; actives 0.068% (n = 220,000);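 active = activation, meaning protection from cell death, of at least 50% relative to plate controls; inactive = activation below 50%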;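 also: necroptosis triggered by 40 ng/mL TNF-alpha added together with compound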
Wee1 degr inh = blocks degradation of human Wee1 kinase; actives 1.2% (n = 220,000); HeLa Luc-Wee1K328M stability, luciferase luminescence; 100% = proteasome inhibitor MG132 effect; reporter increase, % at 5 µM;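 active = activation above the mean of all tested compounds plus 3 SD, set per screening run, cut at about 8.8% in these data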;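 also: cells exposed to compound for 20 h before luminescence read; 0% = DMSO alone and 100% = MG132 at 30 µM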
Target sequence (P30291 whole entry K328M): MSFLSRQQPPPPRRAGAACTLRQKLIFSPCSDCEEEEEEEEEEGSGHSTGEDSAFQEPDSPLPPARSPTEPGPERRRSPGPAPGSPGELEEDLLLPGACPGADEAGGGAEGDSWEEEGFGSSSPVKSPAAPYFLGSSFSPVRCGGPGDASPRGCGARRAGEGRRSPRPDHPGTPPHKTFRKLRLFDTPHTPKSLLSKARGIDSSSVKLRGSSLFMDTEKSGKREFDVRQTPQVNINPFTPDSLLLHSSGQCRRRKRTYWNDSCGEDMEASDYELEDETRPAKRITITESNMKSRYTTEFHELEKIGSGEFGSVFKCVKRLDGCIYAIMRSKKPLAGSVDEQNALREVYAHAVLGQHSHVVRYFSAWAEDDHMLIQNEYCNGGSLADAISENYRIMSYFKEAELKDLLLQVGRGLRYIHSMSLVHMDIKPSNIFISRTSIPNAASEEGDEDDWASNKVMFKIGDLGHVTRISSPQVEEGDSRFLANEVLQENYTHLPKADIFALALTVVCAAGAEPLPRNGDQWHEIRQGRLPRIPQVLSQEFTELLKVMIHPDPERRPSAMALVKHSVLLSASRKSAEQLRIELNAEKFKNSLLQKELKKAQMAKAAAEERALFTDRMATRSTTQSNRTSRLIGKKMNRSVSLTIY
RBBP9 inhibitor = inhibitors of human serine hydrolase RBBP9 | O75884 | recombinant RBBP9, FP-Rh probe fluorescence polarization | inhibition, % at 7.94 µM | actives 0.2% (n = 220,000) | AID 1515;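 active = inhibition above the campaign mean of all tested compounds plus 3 SD, cut at about 14% in these data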;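 also: plate controls were DMSO wells with RBBP9 for no effect and wells lacking RBBP9 protein for full effect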
Target sequence (O75884 whole entry, looked up): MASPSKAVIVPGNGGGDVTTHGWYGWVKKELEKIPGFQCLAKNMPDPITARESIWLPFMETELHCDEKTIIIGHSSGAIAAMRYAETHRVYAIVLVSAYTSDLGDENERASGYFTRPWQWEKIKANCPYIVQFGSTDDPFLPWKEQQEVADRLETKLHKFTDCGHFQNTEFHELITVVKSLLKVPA
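Test system – recombinant human RBBP9 · Input – RBBP9 2.5 µM in dispensing solution, pre-mixing · Medium – Tris buffer pH 8.0, NaCl, Pluronic · Schedule – preincubation 30 min plus labeling 45 min at 25 °C · Measured by – fluorescence polarization · Measure – % inhibition · Controls – DMSO and no-protein wells · Replicates – one well per compound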
TRPN1 ag = zebrafish TRPN1 (NompC) channel agonism; actives 0.18% (n = 220,000); activation, % at 3 µM; HEK293 zebrafish TRPN1-YFP, Fluo-8 calcium fluorescence; 100% = response to 87 µM carbachol;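 active = activation above its plate's cutoff, the mean activation of test wells on that plate plus 3 SD, cut at about 19% in these data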;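 also: 0% = DMSO alone and 100% = 87 µM carbachol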
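System: zebrafish TRPN1-YFP in HEK293 cells / Dosing: 3 µM single point / Timing: dye loading 1 h at 37 °C, then 30 min room temperature / Signal: Fluo-8 calcium fluorescence, excitation 470-495 nm, emission 515-575 nm / Read-out basis: percent activation from peak over basal fluorescence ratio, control-normalized / Control set: high carbachol 87 µM, low DMSO alone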
BaF3 tox = reduces parental Ba/F3 cell viability, JAK2V617F counter-screen. CellTiter-Glo ATP luminescence. inhibition, % at 5.6 µM. actives 1.1% (n = 220,000). AID 1486;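 active = inhibition above a per-campaign cutoff, the mean inhibition of all tested compounds plus 3 SD, cut at about 27% in these data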;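 also: 0% = DMSO wells and 100% = JAK Inhibitor I control wells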
The depositor's hits bear a star; . = no result given.

mol	Ba/F3 V617F tox	PPC-1+TRAIL kill	TRPML3 ag	CHOP inh	TNF necrop inh	Wee1 degr inh	RBBP9 inhibitor	TRPN1 ag	BaF3 tox
Brc1ccccc1-c1nnc(COc2ncnc3c2cnn3-c2ccccc2)o1	-2	20	1.6	17	-0.6	2	-9	6.0	3
Cc1[nH]c2ccccc2c1C(=O)COC(=O)CCS(=O)(=O)c1ccccc1Cl	-1	9	0.5	-1	-0.1	2	-7	1.7	6
O=C1CCc2cc(S(=O)(=O)N3CCN(c4cccc(C(F)(F)F)c4)CC3)ccc2N1	6	18	0.6	87*	-3.3	0	-6	1.5	11
COc1ccc(OC)c(NC(=O)Cc2coc3cc(C)cc(C)c23)c1	2	3	-0.8	9	-1.9	3	-8	-1.5	5
Cn1nc(C(=O)NCc2cccnc2)c2ccccc2c1=O	0	24	0.4	37	-0.1	7	-5	1.0	3
COc1cc(/C=C(\C#N)c2nc3ccccc3[nH]2)cc(Br)c1OCc1ccc(F)cc1	3	22	0.4	104*	-10	6	-13	1.5	7
Cc1sc2nc3c(C(=O)N4CCN(c5ccccn5)CC4)cccn3c(=O)c2c1C	0	21	-0.5	-5	0.6	-3	-6	-0.3	5
O=C(Nc1ccccc1)C1C2/C=C\CCCCC21 (stereo not given)	-2	7	0.9	15	1.3	3	-6	-2.6	6
Cc1nn(Cc2c(Cl)cccc2Cl)c(C)c1NC(=O)CCCn1nc([N+](=O)[O-])c(Cl)c1C	3	12	-0.3	18	0.4	1	-9	-1.2	4
CCCCN(CC)S(=O)(=O)c1ccc2c(c1)n(C)c(=O)c(=O)n2C	-3	6	0.7	-2	1.8	0	7	0.8	1
COc1ccc2cc(C(=O)C3CCCN(C(=O)c4snnc4C)C3)ccc2c1 (stereo not given)	-3	2	1.1	-1	1.3	2	-1	1.3	5
CN(C)/C=N/c1c(C#N)cnn1-c1ncnc2sc(-c3ccccc3)cc12	7	-1	-0.7	11	-1.6	0	-6	-0.2	6
CN1CCC(N2CCN(c3cccc(C(F)(F)F)c3)CC2)CC1	3	-15	1.7	7	0.6	-1	-6	0.2	6
C=CCn1c(SCC(=O)NC(=O)NC)nnc1C1CCCCC1	0	4	0.6	0	-0.4	-3	-5	0.3	4
O=C(Nc1cnc2ccccc2c1)c1cccnc1	3	8	0.6	-11	0.7	-1	-2	2.2	1
O=C(Cc1ccc(F)cc1)Oc1ccc(C(=S)N2CCCC2)cc1	-4	24	0.2	13	1.2	1	7	-0.4	2
CCCC(=O)NC(Nc1c(C)n(C)n(-c2ccccc2)c1=O)C(Cl)(Cl)Cl (stereo not given)	-1	14	0.6	-14	0.1	2	-4	-0.3	1
CC(=O)c1cc(C#N)c(SCc2ccccn2)nc1C	-1	18	0.5	39	2.3	3	0	0.6	-1
CCc1cccc2c(SCC(=O)NCC3CCCO3)nc(-c3ccc(F)cc3)nc12 (stereo not given)	-3	1	1.0	79*	-3.4	-2	-7	-0.7	1
O=C(Nc1nnc(-c2cccs2)o1)c1cc(-c2ccccc2)nc2ccccc12	0	-9	-0.6	23	-2.3	9.5*	-9	2.6	5

The results go on.
mol	Ba/F3 V617F tox	PPC-1+TRAIL kill	TRPML3 ag	CHOP inh	TNF necrop inh	Wee1 degr inh	RBBP9 inhibitor	TRPN1 ag	BaF3 tox
CC1Cc2nc(SCC(=O)N3CCc4ccccc43)n(C)c(=O)c2S1 (stereo not given)	0	-7	0.1	18	-0.6	4	-3	-0.5	6
O=C(CSc1nc(C2CCCCC2)nc2ccccc12)NCc1ccc2c(c1)OCO2	-3	4	1.1	50	0.6	-3	-5	-1.6	-5
Cc1cc(C)c(OCC(=O)N(Cc2ccc(N(C)C)cc2)C2CCS(=O)(=O)C2)c(C)c1 (stereo not given)	-4	16	-0.6	13	5.9	0	-4	0.4	1
N#C/C(=C\c1cn(Cc2ccc(F)cc2)c2ccccc12)C(=O)NCc1ccco1	-1	23	0.1	77*	2.6	-1	-10	-0.1	5
CCCCC(O)(CCCC)C(=O)N/N=C(\C)c1ccc(Cl)cc1	-4	4	-0.9	23	1.5	3	0	-2.8	0
CC(=O)n1nc(-c2ccccc2)nc1NCc1ccc(N(C)C)cc1	3	11	-0.9	8	0.6	2	-2	-1.4	3
Cc1cccc(NC(=O)COC(=O)c2ccc([N+](=O)[O-])o2)c1C	2	10	0.8	-2	1.2	8	-7	1.4	7
C/C(=N\NC(=O)COc1ccc([N+](=O)[O-])cc1)C(C)(C)C	5	8	0.0	-2	1.0	-1	-13	-0.7	1
COc1ccccc1CNC(=O)CSc1nc(N)c(C#N)c(-c2cccs2)c1C#N	7	7	-1.0	-21	-4.5	-1	-12	3.8	6
COc1ccc(C(CCNC(C)c2ccccc2)C(C)C)cc1 (stereo not given)	-3	24	1.1	10	6.1	2	-8	0.6	1
CN(CCc1ccccn1)C(=S)Nc1ccc(Cl)cc1Cl	3	-2	0.8	-3	0.0	1	-1	-0.8	5
Nc1nnnn1NCc1cccc(OCc2ccccc2)c1	2	9	-0.1	-6	-2.0	-2	-8	0.9	7
COc1ccc(-n2c(C)n[nH]c2=O)cc1OC	-5	7	1.4	-10	-1.9	2	-5	-0.4	1
COc1cccc2c1OC[C@@H](CO)[C@H]2N(C)C(=O)Nc1ccc(Cl)cc1	1	30	1.0	-7	-4.5	5	-5	4.7	8
CC(=O)Nc1ccc(NS(=O)(=O)c2ccc(-c3csc(C)n3)s2)cc1	-4	-9	0.2	33	2.9	-2	6	2.5	6
Cc1cccc(-c2nsc(SCC(=O)NCC3CCCO3)n2)c1 (stereo not given)	1	12	0.4	-36	1.2	9.5*	0	0.6	6
CC(C)Cn1c(CN(Cc2ccccc2)Cc2ccccc2)nc2c1c(=O)n(C)c(=O)n2C	2	-12	0.0	95*	0.6	-2	-3	-1.5	2
O=C(NC1C2CC3CC(C2)CC1C3)c1ccc(N2CCNCC2)c([N+](=O)[O-])c1 (stereo not given)	0	-4	0.7	-22	-11	-1	-5	3.5	3
O=C(Nc1nnc(SCC(=O)N2CCCc3ccccc32)s1)c1ccccc1	-2	75*	0.2	31	0.5	-1	-11	0.1	5
O=C(CCCn1c(=O)[nH]c2cc(Cl)ccc2c1=O)NC1CCCCCC1	-3	3	1.1	33	0.6	-1	6	0.4	1

Other records
mol	Ba/F3 V617F tox	PPC-1+TRAIL kill	TRPML3 ag	CHOP inh	TNF necrop inh	Wee1 degr inh	RBBP9 inhibitor	TRPN1 ag	BaF3 tox
COc1ccc(CCN(C)Cc2nc(-c3cnccn3)no2)cc1OC	0	10	0.1	17	1.7	-2	-4	2.9	-2
COc1cc(/C=C2\N=C(c3ccccc3)OC2=O)ccc1OCc1c(C)no[n+]1[O-]	-5	26	0.5	35	3.1	-3	-5	1.3	2
COc1ccc(C(=O)COC(=O)c2ccc(NC(C)=O)cc2)cc1[N+](=O)[O-]	0	15	0.1	-11	-1.3	-2	-1	-0.3	-4
CC(C)CC(NC(=O)C1CCC(C)CC1)C(=O)Nc1ccccn1 (stereo not given)	-4	-4	0.3	17	-0.4	-2	-1	-0.4	3
COc1ccccc1NC(CC(=O)c1ccccc1)C(=O)OCC(=O)c1ccc(F)cc1 (stereo not given)	0	-5	-0.1	-5	2.0	-1	-3	-0.8	1
CC(=O)NC1=NN(C(C)=O)C(C)(c2cccnc2)S1 (stereo not given)	-1	5	1.2	9	-2.4	0	-8	0.0	-1
CCC(=O)Nc1cc(C(=O)OCC(=O)c2ccc(Cl)cc2Cl)ccc1C	-4	12	-0.1	9	-2.1	1	-6	0.5	3
Cc1ccc(NS(=O)(=O)c2ccc(CCC(=O)NC3CC3)cc2)cc1	-3	-17	0.0	12	-0.7	1	-7	-0.2	3
Cc1nonc1CN(C)C(=O)c1ccc(OC2CCN(C(=O)c3cccnc3)CC2)cc1	0	2	1.1	2	0.4	-1	-6	1.8	3
Cc1nnc(N2C(=O)C(O)=C(C(=O)c3ccco3)C2c2cccc3ccccc23)s1 (stereo not given)	-1	20	1.0	1	0.5	-1	-8	0.2	0
O=C(CSc1nc2ccccc2c(=O)n1-c1ccccc1)NC(=O)CN1CCCC1=O	-1	16	-0.3	13	-0.1	-2	-9	1.0	3
CCCCN(CCCC)Cc1ccc(C(=O)NNC(=O)Nc2ccccc2)o1	-1	7	0.8	-2	0.0	1	8	-1.5	1
NN(CCO)C(=S)Nc1ccc(Cl)cc1	-1	18	0.5	4	-0.2	-2	-4	2.4	6
COc1ccc(S(=O)(=O)NCc2ccc(F)cc2)cc1OC	-3	9	0.8	10	1.1	1	3	-0.1	-3
CCOC(=O)c1c(NC(=O)COC(=O)c2c(C)noc2C)sc2c1CCC2	-2	5	1.0	16	1.3	0	-12	0.7	-2
COc1ccc(N=C2NN=C(c3c(C)[nH]c4ccccc34)CS2)cc1	-1	16	1.0	40	2.9	-2	0	-0.1	3
CCOC(=O)c1c(C)[nH]c(C(=O)CN2C(=O)NC3(CCCC3)C2=O)c1C	-3	1	1.3	-3	4.0	-3	-9	2.3	-1
Cc1ccc(S(=O)(=O)c2ccc(Cl)cc2)cc1S(=O)(=O)NC(C(=O)O)C(C)C (stereo not given)	-3	10	0.2	29	1.3	-3	-4	-0.6	0
CCCCNC(=O)C1CCN(S(=O)(=O)N2CCCCCC2)CC1	-1	11	0.7	30	1.4	-2	-1	0.1	4
COc1ccc(-c2c(C(C)=O)c(C)nc3sc4c(=N)n(N)cnc4c23)cc1	-6	20	0.5	-8	0.4	0	-6	0.0	-1

The listing continues.
mol	Ba/F3 V617F tox	PPC-1+TRAIL kill	TRPML3 ag	CHOP inh	TNF necrop inh	Wee1 degr inh	RBBP9 inhibitor	TRPN1 ag	BaF3 tox
O=C(c1cnn(C(=O)c2cccc(S(=O)(=O)N3CCOCC3)c2)c1)c1ccccc1O	-2	0	0.4	26	-0.4	5	-6	-0.5	1
Cc1ccc(CNC(C)(C)CO)cc1	3	24	0.4	5	-1.2	4	-9	3.0	8
Cn1c(NC(=O)c2ccc3c(c2)OCO3)cc(=O)n(C)c1=O	-2	.	1.1	-8	1.5	-1	-3	1.6	2
NC(=O)C1CCN(C2CC(=O)N(Cc3cccs3)C2=O)CC1 (stereo not given)	2	-14	0.6	15	0.7	0	-10	1.7	2
CCN1CCN(C(c2cccs2)C(C)NC(=O)C(C)C)CC1 (stereo not given)	-4	-4	0.1	-5	1.2	-3	-7	1.4	-2
Cc1cc(NC(=O)c2cc(C(C)C)on2)nn1Cc1ccc(Cl)cc1	-2	18	0.4	54	-1.3	-1	-6	0.6	5

Source: PubChem BioAssay (several laboratories)
